TRb SRC2 PPI – qHTS for Inhibitors of the Interaction of Thyroid Hormone Receptor and Steroid Receptor Coregulator 2; Thyroid hormone receptor beta (Homo sapiens), P10828; hit rate 0.065% among 280,000; AID 1469, 2008; TRbeta-SRC2 peptide binding, fluorescence polarization; receptor liganded with 1 µM T3; Potency, µM (highest dose often 106 µM), inactives show at the highest dose activity change, negative = inhibition, most hits filed as inhibitors;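 also: plate controls were bound peptide for no effect and peptide without receptor for full effect; nearly all actives have a fitted effect of over 50% in size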
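A fluorescence polarization screen tested compounds at multiple concentrations against complex formation between 0.6 uM TRb ligand-binding domain and 20 nM Texas Red SRC2 peptide, with 1 uM T3 present; readout after 5 hr.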
Tau ThT inhib – qHTS for Inhibitors of Tau Fibril Formation, Thioflavin T Binding; recombinant tau K18 P301L (four-repeat tau fragment), heparin-induced fibrillization, ThT fluorescence; Microtubule-associated protein tau (Homo sapiens), P10636; Potency, µM (series often up to 57.4 µM), without a hit: top-dose activity, negative = inhibition, most hits filed as inhibitors; hit rate 2.1% among 270,000; also: nearly all actives have a fitted effect of over 55% in size
Target sequence (P10636 561-689 P618L limits assumed): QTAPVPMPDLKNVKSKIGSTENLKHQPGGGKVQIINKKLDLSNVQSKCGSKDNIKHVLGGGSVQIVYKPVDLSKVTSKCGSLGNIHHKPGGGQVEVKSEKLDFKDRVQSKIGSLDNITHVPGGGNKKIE
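Tau K18 P301L fragment (15 uM unlabeled plus 0.24 uM Alexa 594-labeled) in 100 mM sodium acetate pH 7 with compound, fibrillization induced by 20 uM heparin for 6 hr at 37 C. Thioflavin T (30 uM) added, fluorescence read after 1 hr (ex 450, em 510 nm).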
RECQ1 helicase – qHTS Assay for Inhibitors of RecQ-Like Dna Helicase 1 (RECQ1); Potency, µM (top dose mostly 57.3 µM), inactives show at the top dose activity, negative = inhibition, usual class: inhibitors; ATP-dependent DNA helicase Q1 (Homo sapiens), P46063; AID 2549, 2010; hit rate 0.54% among 240,000; RECQ1 DNA unwinding, red fluorescence kinetic read;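 also: plate controls were vehicle for no effect and no enzyme for full effect; nearly all actives have a fitted effect of over 30% in size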
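RECQ1T1 50 nM; forked duplex (20 bp + 30-nt ss tails) 200 nM, ATP 2 mM final; pH 8.0, 2 mM MgCl2, 2.5 ug/ml poly(dI-dC); 15 min compound preincubation; discontinuous kinetic read over 2 h at RT.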
Tau FP inhib – qHTS for Inhibitors of Tau Fibril Formation, Fluorescence Polarization. hit rate 0.39% among 280,000. K18 P301L tau heparin fibrillization, Alexa594 FP, 6 h. Microtubule-associated protein tau (Homo sapiens), P10636. Potency, µM (series often up to 57.7 µM), for inactives: at the highest dose activity, negative = inhibition, most hits filed as inhibitors; also: nearly all actives have a fitted effect of over 55% in size
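Recombinant K18 P301L […], labeled with Alexa 594 at 0.24 uM over 15 uM unlabeled; heparin inducer 20 uM final; 37 C, 6 hr; FP endpoint.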
TR SRC2 fluor cs – Total Fluorescence Counterscreen for Inhibitors of the Interaction of Thyroid Hormone Receptor and Steroid Receptor Coregulator 2 | TRb/SRC2 Texas Red total fluorescence interference | Potency, µM (titrated, usually from 106 µM), inactives show top-dose fluorescence change, negative = quenching | hit rate 0.29% among 280,000 | AID 1479, 2009; active = well fitted curve in either direction with a large enough effect; inconclusive = small, poorly fitted or top-dose-only effect
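Flags fluorescent or light-absorbing compounds by total fluorescence, S + 2P, at 555 nm excitation and 632 nm emission. Mixture: 20 nM Texas Red SRC2 peptide, 0.6 uM human TRb LBD, 1 uM T3, 5% DMSO; compound exposure 5 h at ambient temperature.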
RGS12 GoLoco inh – qHTS Assay for Inhibitors of RGS12 GoLoco Motif Activity (Red Fluorophore). Guanine nucleotide-binding protein G(i) subunit alpha-1 (Homo sapiens), P63096. hit rate 0.44% among 230,000. Gai1:RGS12 GoLoco peptide FP, rhodamine, 10 min. Potency, µM (highest dose often 61.6 µM), without a hit: at the top dose activity, negative = inhibition, usual class: inhibitors; active = well fitted inhibition curve with a large enough effect, not every such curve was filed as active; inactive = no such curve, though single readings can be large or run the other way; also: nearly all actives have a fitted effect of over 30% in size; many of its hits are not listed in these tables
L3MBTL1 inh – qHTS Assay for the Inhibitors of L3MBTL1; AlphaScreen L3MBTL1–H3K9me1 peptide binding; Potency, µM (highest dose often 57.1 µM), without a hit: top-dose activity, negative = inhibition, hits mostly inhibitors; hit rate 0.66% among 230,000; AID 485360, 2010; also: nearly all actives have a fitted effect of over 60% in size
Target sequence (Q9Y468 whole entry, looked up): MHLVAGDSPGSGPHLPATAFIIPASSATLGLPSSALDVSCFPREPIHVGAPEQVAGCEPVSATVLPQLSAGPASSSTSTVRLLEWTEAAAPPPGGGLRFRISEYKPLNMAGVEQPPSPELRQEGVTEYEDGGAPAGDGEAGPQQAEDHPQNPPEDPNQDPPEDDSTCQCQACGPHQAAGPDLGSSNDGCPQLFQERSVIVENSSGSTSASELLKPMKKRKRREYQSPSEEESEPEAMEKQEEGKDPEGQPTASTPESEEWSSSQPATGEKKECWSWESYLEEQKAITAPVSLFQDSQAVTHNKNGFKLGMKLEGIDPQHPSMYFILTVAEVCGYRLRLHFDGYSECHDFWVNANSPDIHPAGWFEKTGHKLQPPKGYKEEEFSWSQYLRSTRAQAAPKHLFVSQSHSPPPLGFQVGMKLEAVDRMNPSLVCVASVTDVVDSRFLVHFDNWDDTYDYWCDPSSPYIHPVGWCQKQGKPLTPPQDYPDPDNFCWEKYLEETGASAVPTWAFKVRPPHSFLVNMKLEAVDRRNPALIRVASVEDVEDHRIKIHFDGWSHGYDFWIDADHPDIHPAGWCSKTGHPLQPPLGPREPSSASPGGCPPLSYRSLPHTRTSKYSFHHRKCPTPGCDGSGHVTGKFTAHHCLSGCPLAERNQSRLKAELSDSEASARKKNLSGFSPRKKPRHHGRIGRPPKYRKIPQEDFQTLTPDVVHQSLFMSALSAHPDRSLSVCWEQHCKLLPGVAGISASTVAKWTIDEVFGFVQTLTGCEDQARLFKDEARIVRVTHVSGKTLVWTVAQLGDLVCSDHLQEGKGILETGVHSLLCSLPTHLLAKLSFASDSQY
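L3MBTL1 50 nM + b-AHA-H3(1-15)K9me1 75 nM, 30 min RT; compound added, 30 min RT; streptavidin donor/Ni-chelate acceptor beads 10 ug/mL each final, 30 min RT dark; AlphaScreen read.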
KDM4E inh – qHTS Assay for Inhibitors of Human Jumonji Domain Containing 2E (JMJD2E); JMJD2E catalytic domain, FDH-coupled NADH fluorescence (FDH is formaldehyde dehydrogenase); Potency, µM (series often up to 57.1 µM), for the others: top-dose activity change, negative = inhibition, hits mostly inhibitors; hit rate 1.6% among 230,000; Lysine-specific demethylase 4E (Homo sapiens), B2RXH2; active = well fitted inhibition curve with a large enough effect, not every such curve was filed as active; inconclusive = small, poorly fitted or top-dose-only effect, or another doubt; inactive = no such curve, though single readings can be large or run the other way;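 also: 0% = wells with enzyme and -100% = buffer wells without enzyme; nearly all actives have a fitted effect of over 50% in size; many of its hits are not listed in these tables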
* = called active by the depositor; i = inactive; ? = inconclusive; / = not tested or not shown; & = joins results of further samples; [ ] = dose if it differs, or a comment. Unless noted, calls follow the shape of the dose curve; as a rule, active = well fitted curve in the direction sought with a large enough effect; inconclusive = small, poorly fitted or top-dose-only effect, or another doubt; inactive = no such curve, though single readings can be large; an effect the other way counts as inactive or inconclusive. Unless noted, % is scaled to controls: 0 for no effect and ±100 for the full control effect; potency is read from the fitted curve at half-maximal effect. Not all compounds are listed; the hit share may differ from the screen's.

Each structure is followed by: TRb SRC2 PPI, Tau ThT inhib, RECQ1 helicase, Tau FP inhib, TR SRC2 fluor cs, RGS12 GoLoco inh, L3MBTL1 inh, KDM4E inh
CC1=C(c2ccc(C)cc2)S(=O)(=O)N(Cc2ccc(C(=O)Nc3ccc(C)c(F)c3)cc2)C1=O
 : 0%, 12%, /, ?, -4%, /, /, /
CCCC1CC(c2csc(N)n2)CCO1 (stereo not given)
 : 1%, -15%, 0%, 5%, 2%, 5%, -8%, -5%
O=C(c1ccc(Oc2ccc([N+](=O)[O-])cc2Cl)cc1)N1CCCC1
 : 0%, ?, i, 7%, 0%, -7%, 25%, 4%
O=C(Nc1c(C(=O)N2CCN(c3ccccc3)CC2)oc2ccccc12)c1ccccc1F
 : 4%, -8%, /, 8%, -5%, /, /, /
CN(C)C(=O)c1cn(-c2ccccc2)nc1-c1cccs1
 : 4%, 0%, -18%, -4%, -3%, 1%, /, -2%
Cn1c(/N=C/c2ccc3c(c2)OCO3)nc2ccccc21
 : -4%, -4%, -8%, -1%, -2%, 4%, 4%, 2%
CCOc1ccc(N=C2NC(=O)S/C2=C\c2ccc(OC)cc2)cc1
 : 8%, ?, -7%, -9%, -8%, 18%, /, -3%
O=C(CCCCCCN1C(=O)c2ccccc2C1=O)Nc1nccs1
 : 3%, 0%, -5%, -8%, -2%, -5%, 8%, 8%
CCOc1ccc(NC(=O)CCN2CCN(S(=O)(=O)c3cc(Cl)ccc3OC)CC2)cc1
 : 3%, -9%, 0%, ?, 0%, -8%, -7%, 5%
O=C(Cc1n[nH]c(=O)c2ccccc12)OCC(=O)N(Cc1ccccc1)Cc1ccccc1
 : 3%, -9%, i, -4%, -3%, 0%, -7%, -27%
CC1CN(c2oc(Cc3cccc4ccccc34)nc2C#N)CC(C)O1 (stereo not given)
 : 0%, -12%, -16%, -5%, 0%, 2%, -29%, -6%
Cc1cc(C)c(C#N)c(SCC(=O)Nc2ccc(S(=O)(=O)Nc3onc(C)c3C)cc2)n1
 : 4%, -11%, 0%, 13%, 0%, 1%, 3%, 1%
[N-]=[N+]=NCC1OC(n2cnc3c(=O)[nH]c(N)nc32)C(O)C1O (stereo not given)
 : -2%, -2%, -3%, 4%, 0%, 4%, /, 2%
O=C(c1cccs1)N1CCCc2ccccc21
 : 3%, 2%, 2%, -1%, -1%, 4%, /, -6%
Cc1c(C)c2ccc(OCC(=O)N3CCOCC3)c(C)c2oc1=O
 : 5%, -10%, 0%, 1%, 0%, -9%, /, ?
Cc1ccc(NC(=O)COc2ccccc2C(=O)NCCN(C)C)cc1
 : -8%, -14%, -14%, -4%, 3%, -12%, /, ?
CCN(CC(=O)Nc1ccccc1OC)CC(=O)Nc1ccccc1-c1ccccc1
 : -2%, ?, -6%, -6%, -7%, -6%, /, 2%
Cc1cccc(NC(=O)CSc2nc(-c3cccs3)cc(C(F)(F)F)c2C#N)c1C
 : -3%, 4%, /, -6%, 4%, /, /, /
COc1ccc(C2=C(N3CCN(c4cccc(C)c4)C(C)C3)c3ccccc3C2=O)cc1 (stereo not given)
 : -3%, ?, /, 6%, -2%, /, /, /
O=c1c2ccccc2nc(SCc2cn3ccsc3n2)n1-c1ccc(F)cc1
 : -5%, -13%, -7%, -5%, -2%, 1%, -9%, -7%
O=C(Oc1ccc2ccccc2c1)c1cncc(Br)c1
 : -24%, -4%, -13%, 1%, 1%, -20%, /, 2%
COc1cc2c(=O)n(CCC(=O)NCC3CCCO3)c(=O)n(CC(=O)Nc3c(C)cccc3C)c2cc1OC (stereo not given)
 : -1%, -1%, /, 0%, -1%, /, /, /
Cc1ccccc1NC(=O)/C(=C/c1ccco1)c1ccccc1
 : -2%, -14%, -9%, -10%, 0%, 1%, /, -7%
O=C(NC(=O)N1CCSCC1)c1c(Cl)cccc1Cl
 : 1%, -8%, -1%, ?, -2%, 3%, -7%, -1%
O=C(Nc1cc(C(F)(F)F)ccc1N1CCCCC1)c1cccc([N+](=O)[O-])c1
 : 3%, ?, -2%, -2%, -4%, /, -1%, -3%
CSCCC(=O)N1CCCC(CNC(=O)c2ccc(-c3ccccc3)cc2)C1 (stereo not given)
 : -2%, -2%, i, 14%, -1%, 8%, -12%, 1%
O=C(c1cccs1)N1CCC(c2nc(-c3ccc(S(=O)(=O)N4CCOCC4)cc3)no2)CC1
 : -16%, -16%, 14%, -5%, -3%, 4%, 0%, -6%
Cc1cccc(OCC(=O)Nc2ccccc2F)c1
 : 1%, -3%, -3%, -5%, -1%, 28%, 7%, -5%
CCOc1cc(NC(=S)NCC2CCCO2)c(OCC)cc1NC(=O)CC(C)C (stereo not given)
 : -3%, -11%, i, -3%, -1%, 10%, 1%, 4%
CCCCCC(O)/C=C/C=O (stereo not given)
 : -10%, -24%, -9%, ?, -1%, 0%, /, -7%
O=C(Cc1ccc(Cl)cc1)NCc1nc(-c2ccccc2)no1
 : 4%, -9%, -9%, -10%, 0%, 10%, 0%, -2%
CC12CCC(C(=O)Nc3nc4ccccc4s3)(OC1=O)C2(C)C (stereo not given)
 : -6%, -6%, 17%, -7%, 1%, 8%, -3%, -6%
CCC(C)NCC(=O)Nc1ccc([N+](=O)[O-])cc1C(=O)Nc1ccccc1F (stereo not given)
 : 7%, -9%, i, -5%, 0%, 0%, /, 11%
O=C1CC(c2nnc(Cc3c(F)cccc3Cl)o2)CN1c1ccccc1 (stereo not given)
 : -6%, -6%, /, 7%, -1%, /, /, /
COc1cccc(CNC(=O)c2cc3c(=O)oc4ccc(C)cc4c3s2)c1
 : -1%, -5%, /, -8%, 0%, /, /, /
COCC(C)n1c(C)cc(C(=O)CSc2ccc(NC(C)=O)cc2)c1C (stereo not given)
 : -2%, -7%, 0%, 4%, 0%, 7%, /, 0%
COC(=O)c1c(NC(C)=O)sc(C(=O)Nc2ccccc2C)c1C
 : 3%, 2%, -14%, -3%, -1%, 17%, -4%, -22%
O=C(O)/C(=C\c1cn(-c2ccccc2)nc1-c1cccnc1)NC(=O)c1ccccc1
 : -1%, -6%, -5%, 11%, 0%, 5%, 6%, 5%
CNS(=O)(=O)c1ccc(NC(=O)c2cnn3c(C(F)F)cc(-c4ccccc4)nc23)cc1
 : 0%&-3%, -2%&-1%, i, -14%&-10%, -1%&-9%, 3%, /, ?
O=C(NCCc1ccccc1)c1ccc2c(c1)N(Cc1ccccc1)C(=O)c1ccccc1S2(=O)=O
 : -1%, 11%, /, ?, -6%, /, /, /
COc1ccc(Cn2nnnc2C(CC(C)C)N2CCC(C(N)=O)CC2)cc1 (stereo not given)
 : 3%, -2%, 17%, 8%, -2%, 8%, -4%, 1%
COc1ccc(NCc2ccccc2[N+](=O)[O-])cc1OC
 : -18%, ?, -7%, 1%, 0%, -1%, ?, ?
Cc1nc2ccccc2n1CC(=O)NC1CCCCCC1
 : 3%, -4%, i, -3%, -1%, 5%, 2%, 3%
CC1CCCN(S(=O)(=O)c2ccc(S(=O)(=O)N3CCC4(CC3)OCCO4)cc2)C1 (stereo not given)
 : -9%, 3%, -5%, 1%, -4%, 2%, 4%, 0%
C=C(C)c1cccc(C(C)(C)NC(=O)NCC2COCCO2)c1 (stereo not given)
 : -1%, 11%, 1%, 10%, -1%, -35%, -4%, 4%
CCOC(=O)c1c(CSC(=N)N)n(-c2ccccc2)c2cc(Br)c(OC(C)=O)cc12
 : -7%, ?, -2%, 5%, 1%, 8%, -17%, -1%
O=C(Nc1ccccc1)c1ccc(NCc2ccco2)c(S(=O)(=O)N2CCOCC2)c1
 : 7%, ?, -6%, ?, -4%, -5%, -14%, -12%
Cc1ccc(CNC(=O)CSc2nc3ccsc3c(=O)n2Cc2ccc(C(=O)O)cc2)cc1
 : 10%, 0%, -1%, -7%, 0%, 23%, /, 3%
Cc1cc(C)cc(OCC(=O)NN2C(=O)c3ccccc3C2=O)c1
 : -3%, -4%, -3%, -8%, -4%, 2%, 7%, 9%
COc1ccc(Cn2c(=O)cc(C)[nH]c2=S)cc1
 : -7%, -15%, 4%, -2%, -3%, 16%, -3%, -4%
O=C(NCc1ccccc1)/C(NC(=O)c1ccccc1)=C(/Sc1ccccn1)c1ccccc1
 : 3%, -9%, -5%, 3%, 0%, 1%, 1%, -8%
O=C(O)CSc1ncnc2scc(-c3ccccc3)c12
 : -1%, -3%, -3%, 2%, -1%, 2%, 0%, 3%
CN(CCC#N)C(=O)COC(=O)c1ccc(Cl)cc1O
 : 6%, 6%, i, -1%, 0%, 1%, 7%, -15%
CC(=O)C[C@H](c1ccc([N+](=O)[O-])cc1)c1c(O)c2ccccc2oc1=O
 : 0%[53 µM], /, 5%[25.9 µM], /, -2%[53 µM], 4%[21.6 µM], /, -6%[25.5 µM]
CCOc1ccccc1-c1c2cc(O)c(=O)cc-2oc2cc(O)c(O)cc12
 : -6%, ?, -5%, 14µM*, 3%, i, 1.3µM*, -9%
Cc1cccc(NC2=C(Cl)C(=O)OC2OC(=O)c2ccco2)c1 (stereo not given)
 : 2%, ?, -2%, -8%, -4%, 6%, /, 2%
O=C(O)c1ccccc1/C=N/Nc1ccc(S(=O)(=O)N2CCCC2)cc1[N+](=O)[O-]
 : 6%, ?, i, -7%, -3%, 5%, -21%, -10%
COc1ccc(C(=O)NCC(c2cccnc2)N2CCc3ccccc32)cc1OC (stereo not given)
 : -6%, 13%, /, -6%, 2%, /, /, /
Cc1cc(C)c2c(CC(=O)N3CCN(c4cccc(Cl)c4)CC3)coc2c1
 : 3%, ?, /, 3%, 7%, /, /, /

Source: PubChem BioAssay
